Compound activity deposited in PubChem by National Center for Advancing Translational Sciences (NCATS).
MLL CXXC-DNA inh = inhibitors of human MLL CXXC domain-DNA interaction; Potency, µM (titrated, usually from 115 µM), inactives show at the highest dose activity change, negative = inhibition, actives largely listed as inhibitors; Q03164; MLL-CXXC / FITC-HOXA9 DNA fluorescence polarization; 0.037% of 290,000 active; active = well fitted inhibition curve with a large enough effect in the polarisation, with a control signal flat, not every such curve was filed as active; inconclusive = small, poorly fitted or top-dose-only effect, or effect the other way, or a change in a side signal; inactive = no such curve, though single readings can be large or run the other way; the % refers to the polarisation; also: potency is read from the fitted curve at half-maximal effect
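Purified MLL-CXXC (added from a 7 uM solution) was preincubated 5 min at ambient with pinned compounds in 50 mM Tris-HCl pH 7.5, 50 mM NaCl, 1 mM DTT, 0.05% BSA. Fluorescein-labeled HOX-A9 DNA (50 nM solution) followed, 30 min, then polarization read.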
GALK inh = blocks human galactokinase activity; 0.007% of 270,000 active; Purified GALK, Kinase-Glo residual ATP luminescence; P51570; AID 1868; Potency, µM (titrated, usually from 57.5 µM), without a hit: at the highest dose activity change, negative = inhibition, actives largely listed as inhibitors; also: potency is read from the fitted curve at half-maximal effect; % is scaled to controls: 0 for no effect and ±100 for the full control effect
Target sequence (P51570 whole entry, looked up): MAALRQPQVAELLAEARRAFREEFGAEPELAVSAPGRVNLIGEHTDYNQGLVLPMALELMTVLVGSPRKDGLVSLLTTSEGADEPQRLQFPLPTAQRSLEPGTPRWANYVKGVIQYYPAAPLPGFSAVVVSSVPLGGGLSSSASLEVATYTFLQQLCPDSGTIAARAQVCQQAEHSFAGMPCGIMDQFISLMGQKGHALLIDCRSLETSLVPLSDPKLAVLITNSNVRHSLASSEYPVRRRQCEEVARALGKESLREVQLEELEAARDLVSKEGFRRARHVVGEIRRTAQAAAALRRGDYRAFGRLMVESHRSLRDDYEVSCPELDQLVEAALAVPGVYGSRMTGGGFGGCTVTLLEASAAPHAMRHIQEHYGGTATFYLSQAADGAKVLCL
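Kinase-Glo Plus luminescence measured ATP left after a 1 h room-temperature reaction. The reaction used 5 nM GALK, 100 uM galactose and 35 uM ATP at pH 8.0 (20 mM HEPES, 5 mM MgCl2, 60 mM NaCl, 1 mM DTT, 0.01% BSA).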
MBNL1-CUG inh = inhibitors of human MBNL1 binding to CUG repeat RNA. Q9NR56. TR-FRET MBNL1-His/biotin-(CUG)12 binding, 665/545 ratio. Potency, µM (doses to about 57.5 µM), for the others: at the highest dose activity change, negative = inhibition, usual class: inhibitors. 0.036% of 280,000 active; active = well fitted inhibition curve with a large enough effect in the signal ratio, with a control signal flat, not every such curve was filed as active; inconclusive = small, poorly fitted or top-dose-only effect, or effect the other way, or a change in a side signal; inactive = no such curve, though single readings can be large or run the other way; the % refers to the signal ratio; also: potency is read from the fitted curve at half-maximal effect; % is scaled to controls: 0 for no effect and ±100 for the full control effect
Target sequence (Q9NR56 whole entry, looked up): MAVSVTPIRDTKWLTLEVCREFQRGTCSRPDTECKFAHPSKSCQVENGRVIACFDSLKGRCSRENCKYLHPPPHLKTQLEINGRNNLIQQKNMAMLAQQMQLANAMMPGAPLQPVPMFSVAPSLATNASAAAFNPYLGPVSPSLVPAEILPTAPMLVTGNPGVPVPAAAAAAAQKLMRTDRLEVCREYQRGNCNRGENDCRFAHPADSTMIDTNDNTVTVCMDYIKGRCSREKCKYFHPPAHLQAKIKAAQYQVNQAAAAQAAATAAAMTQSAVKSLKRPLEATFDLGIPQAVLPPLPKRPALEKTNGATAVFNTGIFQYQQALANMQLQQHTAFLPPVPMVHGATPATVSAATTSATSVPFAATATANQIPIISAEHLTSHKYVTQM
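Inhibition of protein-RNA binding appears as loss of TR-FRET between terbium anti-His antibody on MBNL1-His and streptavidin-XL665 on biotin-(CUG)12. Activity is normalized to buffer-only and uninhibited-complex controls.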
Coupling enz = inhibits coupling enzyme system, counter-screen for aldolase hits | coupling enzyme system counterscreen, AmpLite Red fluorescence | activity change, negative = inhibition, % at 58.2 µM, hits read low | 0.67% of 290,000 active; in the data active = activity change below about -30%; also: % is scaled to controls: 0 for no effect and ±100 for the full control effect
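Coupling enzymes only (glyceraldehyde-3-phosphate) + compound, at 57.5 uM final, 10 min RT; add substrate/coupling/AmpLite Red mix, 20 min RT; fluorescence ex 525/em 598 nm. Actives flag coupling-system interference.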
TRPV1 ag = agonists of human vanilloid receptor 1 (TRPV1). TRPV1-expressing cells, Fluo-8 calcium influx, agonist mode. activation, % at 8.33 µM. 0.19% of 320,000 active; in the data active = activation above about 80%; inconclusive = between about 30% and that limit; also: 0% is about no effect
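TRPV1-expressing cells were cultured overnight at 35.5C and loaded with Fluo-8 calcium dye for 40 to 90 min at room temperature. After a 10 s baseline, compound was added and calcium influx was read kinetically for 3 min (ex 480/em 520 nm).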
KCNH2 3.1 inh = blocks the human KCNH2 3.1 channel isoform; U2OS KCNH2 3.1, thallium flux FluxOr; active compounds read low; activity change, % (tested at about 1.8 µM); 0.95% of 340,000 active; AID 720553;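 active = maximum activity change below -70%; inconclusive = maximum activity change from -70% to -50%; inactive = maximum activity change above -50%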;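 also: thallium influx rate constant from kinetic fluorescence after stimulation buffer; % is scaled to controls: 0 for no effect and ±100 for the full control effect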
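We transduce U2OS cells with the mutant 3.1 virus, culture them overnight, load FluxOr with Red40 quencher for 45 min, then add stimulation buffer and read kinetically for 2 min to derive a normalized rate constant.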
AT treatment = candidate therapy for ataxia-telangiectasia; […] A-T fibroblasts, KAP-1 phosphorylation AlphaLISA; neocarzinostatin DNA damage 30 min before lysis; 0.19% of 320,000 active; Potency, µM (top dose mostly 57.5 µM), inactives show at the top dose activation, hits mostly activators; also: potency is read from the fitted curve at half-maximal effect; % of control where 0% means no effect; nearly all actives have a fitted effect of over 45% in size
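hTERT-immortalized A-T patient fibroblasts ([…]), 500 cells/well in OPTI-MEM, 1% FBS, got compounds for 60 min, then NCS for 30 min at 37C. Lysates were then assayed for phospho-KAP-1 by AlphaLISA (anti-pKAP1 donor, anti-KAP1 acceptor beads), 6 hr at 25C.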
S-ASM inh = blocks human secretory acid sphingomyelinase; P17405; placental ASM, HMU-PC fluorogenic substrate, 60 min; Potency, µM (top dose mostly 57.5 µM), for inactives: at the highest dose activity change, negative = inhibition, hits mostly inhibitors; 0.006% of 340,000 active; AID 504937; also: potency is read from the fitted curve at half-maximal effect
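Fluorogenic HMU-PC substrate (9 uM final) is turned over by placental ASM in 60 min at 37 C after a 10 min compound preincubation. Reaction ended by alkaline stop (pH 10), with fluorescence read at 386/447 nm.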
a7 integrin act = activates integrin-mediated alleviation for muscular dystrophy. alpha7betagal myoblasts, beta-gal FDG fluorescence, 48 h. Potency, µM (doses to about 38.3 µM), for inactives: at the highest dose activation, usual class: activators. AID 624291. 0.064% of 350,000 active;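 also: potency is read from the fitted curve at half-maximal effect; 100% = response of the positive control SU9516; nearly all actives have a fitted effect of over 60% in size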
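Alpha7betagal+/- myoblasts (passage 13) were plated 16-24 hr, then exposed to compounds (1:260 dilution of DMSO stock) for 48 hours at 37C. After MPER lysis, β-galactosidase reporter activity was read as FDG fluorescence (ex 480/em 540) after 30 minutes.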
KCNH2 WT inh = blocks the wildtype human KCNH2 potassium channel; activity change, % at 1.84 µM; U2OS, BacMam KCNH2, thallium flux FluxOr; active compounds read low; AID 720551; 0.37% of 340,000 active; Q12809;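 active = maximum activity change below -70%; inconclusive = maximum activity change between -70% and -50%; inactive = maximum activity change above -50%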; also: % is scaled to controls: 0 for no effect and ±100 for the full control effect
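U2OS cells transduced with wild-type KCNH2 virus are loaded with FluxOr dye for 45 min, and thallium flux is measured in kinetic reads before and after stimulation buffer. Rate constants are normalized to DMSO controls.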
Starred values were filed as active, the others as inactive; ? = inconclusive; . = no result given; & = joins results of further samples; [ ] = dose if it differs, or a comment. Unless noted, calls follow the shape of the dose curve; as a rule, active = well fitted curve in the direction sought with a large enough effect; inconclusive = small, poorly fitted or top-dose-only effect, or another doubt; inactive = no such curve, though single readings can be large; an effect the other way counts as inactive or inconclusive. Compounds as they come; any-hit rate near 2%.

1: CCOc1ccc2nc(-c3ccccc3)nc(SCC(=O)OC)c2c1
2: COc1cccc(NC(=O)CN2CCN(CC(=O)Nc3ccccc3Cl)CC2)c1
3: O=C(Nc1nnc(C2CC2)s1)c1n[nH]c(=O)c2ccccc12
4: O=C(O)c1ccc(NC(=O)c2cccc(N3C(=O)C4C5CCC(C5)C4C3=O)c2)cc1 (stereo not given)
5: COc1ccc(-c2cc(=O)oc3cc(OCC(=O)Nc4ccccn4)ccc23)cc1
6: Cc1c(NC(=O)C(C)N2C(=O)C3CCCCC3C2=O)c(=O)n(-c2ccccc2)n1C (stereo not given)
7: CC1(C)CC(=O)C(CS(=O)(=O)c2ccccc2)=C(O)C1
8: CCC(C)(C)NC(=O)C(c1cccn1C)N(Cc1ccc(C)cc1)C(=O)Cn1nnc2ccccc21 (stereo not given)

Compound	1	2	3	4	5	6	7	8
MLL CXXC-DNA inh	-2%	7%	-2%	2%	18%	4%	-8%	21%
GALK inh	4%	.	-1%	.	-12%	-1%	-2%	2%
MBNL1-CUG inh	1%	0%	.	-1%[11.5 µM]	14%	-2%	-2%	-5%
Coupling enz	-6	1	0	0	-1	-1	.	1
TRPV1 ag	0	0	1	2	1	19	-1	-1
KCNH2 3.1 inh	13	-9	17	-1	14	6	0	0
AT treatment	26%	-3%	0%	-1%	2%	0%	5%	2%
S-ASM inh	17%	4%	1%	1%	5%	0%	8%	1%
a7 integrin act	-7%	-14%	-15%	-20%	-12%	-32%	7%	-4%
KCNH2 WT inh	11	20	-10	-19	-18	4	1	9

9: COc1ccc(N2C(=O)C(CC(=O)Nc3ccccc3)N(Cc3ccc4c(c3)OCO4)C2=O)cc1 (stereo not given)
10: Cc1ccc(S(=O)(=O)N2C[C@@H]3c4ccccc4N(S(=O)(=O)c4ccc(C)cc4)[C@@H]3[C@@H](C)C2CC(=O)c2ccccc2)cc1 (stereo not given in full)
11: CCNc1nc(Oc2ccc(C#N)cc2)cc(C(F)(F)F)n1
12: COc1ccc2c(c1)c(CC(=O)Nc1ccc(C(C)=O)cc1)c(C)n2C(=O)c1ccc(Cl)cc1
13: O=C(O)c1cccc(CN2C(=O)S/C(=C/c3ccccc3[N+](=O)[O-])C2=O)c1
14: CC(=O)Nc1nc(N(C)C)nc(N(C)C)n1
15: CC(C)C(=O)Nc1ccc(NC(=O)c2ccc([N+](=O)[O-])cc2Cl)cc1
16: CCCCNc1c(C(=O)OCC)c(C)nc2c1cnn2CC

Compound	9	10	11	12	13	14	15	16
MLL CXXC-DNA inh	2%	.	-5%	18%	-20%	16%	3%	7%
GALK inh	5%	.	1%	-3%	-4%	2%	2%	.
MBNL1-CUG inh	-2%	.	-11%	32%[activator]	25%	-2%	?	.
Coupling enz	1	.	0	-1	14	0	0	0&1
TRPV1 ag	4	.	-6	2&0	1	10	3	.
KCNH2 3.1 inh	-2	6	-5	-1	-7	12	-3	0
AT treatment	14%	1%	2%	2%	-7%	7%	-4%	.
S-ASM inh	?	9%	0%	-19%	10%	4%	1%	-4%
a7 integrin act	-4%	20%	8%	12%	-46%[inhibitor]	-2%	-13%	.
KCNH2 WT inh	13	-5	0	-3	-8	-3	-1	-19

17: COc1ccccc1/C=C/CN1CC(C)OC(C)C1 (stereo not given)
18: O=S(=O)(c1ccc2c(c1)CCN2)N1CCOCC1
19: COc1cc(/C=C/C(=O)OCC(=O)N2CC(=O)Nc3ccccc32)ccc1O
20: Cc1cccc(C)c1OC(=O)CN(c1ccc(Cl)cc1)S(C)(=O)=O
21: COc1ccc(CCNC(=O)Cn2c(=O)cnc3ccccc32)cc1
22: O=C(CSc1nnc(-c2ccncc2)o1)N1CCCCCC1
23: CCOC(=O)c1[nH]c2ccc(OCC)cc2c1NC(=O)CN1CCN(c2ccccn2)CC1
24: CN1CCN(c2ccccc2NC(=O)COc2ccc(Br)cc2)CC1

Compound	17	18	19	20	21	22	23	24
MLL CXXC-DNA inh	7%	.	0%	-4%	12%	3%	-4%	8%
GALK inh	0%	.	-1%	3%	2%	-4%	0%	1%
MBNL1-CUG inh	-2%	.	?	-9%	?	0%	8%	1%
Coupling enz	1	.	1	0	2	0	0	3
TRPV1 ag	-2	-2	1	5	0	0	3	10
KCNH2 3.1 inh	-30	-2	-1	5	14	23	4	-11
AT treatment	3%	3%	3%	5%	14%	-2%	8%	-2%
S-ASM inh	2%	-2%	31%[activator]	-6%	5%	8%	172%[activator]	1%
a7 integrin act	1%[7.66 µM]	8%	-31%	-9%	-30%	12%	-23%	-28%[7.66 µM]
KCNH2 WT inh	16	-7	-2	2	1	-5	-3	66

25: COc1cnc(SCc2ccc(Cl)cc2)nc1Cl
26: O=C(Nc1cccc(-c2nc3ncccc3o2)c1)c1sc2cc(Cl)ccc2c1Cl
27: CCOC(=O)C1CCN(C(=O)COc2ccc(S(=O)(=O)NC(C)(C)C)cc2)CC1
28: O=S(=O)(NCc1ccc(Cl)cc1)NCc1ccc(Cl)cc1
29: O=C(CN1C(=O)c2ccccc2C1=O)NCC1CCCO1 (stereo not given)
30: Cc1ccc(NC(=O)CN2CCOCC2)cc1
31: Cc1cccc(NC(=O)c2ccc(-n3cccn3)c([N+](=O)[O-])c2)c1
32: C/C(Cc1ccccc1)=N\NC(=O)c1ccccn1

Compound	25	26	27	28	29	30	31	32
MLL CXXC-DNA inh	-5%	-7%	-1%	19%	5%	-9%	-7%	-5%
GALK inh	1%	0%	-3%	1%	2%	0%	0%	1%
MBNL1-CUG inh	-4%	7%	3%	5%	2%	1%	?	1%
Coupling enz	-1	1	2	2	4	0	-33*	3
TRPV1 ag	7	-4	0	-2	-2	-4	-2	18
KCNH2 3.1 inh	-14	6	-8	-25	6	3	-3	-3
AT treatment	2%	-5%	4%	32%	2%	-2%	5%	0%
S-ASM inh	-1%	0%	4%	2%	7%	1%	-2%	4%
a7 integrin act	-52%[inhibitor]	2%	5%	-14%	-11%	-26%	-4%	-15%
KCNH2 WT inh	-21	-3	-25	-21	-8	-2	-12	-7

Profiles, looked up by structure. Values in the order: MLL CXXC-DNA inh	GALK inh	MBNL1-CUG inh	Coupling enz	TRPV1 ag	KCNH2 3.1 inh	AT treatment	S-ASM inh	a7 integrin act	KCNH2 WT inh
COc1cnc(SCc2ccc(Cl)cc2)nc1Cl reads -5%	1%	-4%	-1	7	-14	2%	-1%	-52%[inhibitor]	-21
Cc1cccc(NC(=O)c2ccc(-n3cccn3)c([N+](=O)[O-])c2)c1 reads -7%	0%	?	-33*	-2	-3	5%	-2%	-4%	-12
CCOC(=O)C1CCN(C(=O)COc2ccc(S(=O)(=O)NC(C)(C)C)cc2)CC1 reads -1%	-3%	3%	2	0	-8	4%	4%	5%	-25
O=C(Nc1cccc(-c2nc3ncccc3o2)c1)c1sc2cc(Cl)ccc2c1Cl reads -7%	0%	7%	1	-4	6	-5%	0%	2%	-3

Continuation:
33: CS(=O)(=O)N(CC(=O)NC1CCCC1)c1cccc(F)c1
34: CCCCNC(=O)COC(=O)c1cc(C)oc1C
35: O=C(/C=C/CCc1ccc2c(c1)OCO2)N1CCCCC1
36: COc1c(F)c(F)c(C(=O)Nc2ccc(N3CCN(C(C)=O)CC3)c(Cl)c2)c(F)c1F
37: CCn1c(SCC(=O)Nc2nc3ccc(OC)cc3s2)nnc1-c1ccoc1C
38: COc1ccc(N2CC(NC(=O)NC(C)(C)C)CC2=O)cc1 (stereo not given)
39: CCOC(=O)c1ccc(NC(=O)Cn2ccc([N+](=O)[O-])n2)cc1
40: CCc1ccc2nc(N=C(N)N)nc(C)c2c1
41: COc1cc(CNc2ccc3[nH]c(=O)[nH]c3c2)cc(Br)c1OCc1ccccc1F
42: Cc1ccc(OC(=O)c2cccc(S(=O)(=O)N3CCN(C)CC3)c2)c(Br)c1

Compound	33	34	35	36	37	38	39	40	41	42
MLL CXXC-DNA inh	0%	0%	.	1%	12%	3%	7%	-7%	-3%	18%
GALK inh	0%	-4%	.	-4%	2%	0%	10%	1%	-4%	4%
MBNL1-CUG inh	3%	7%	.	-1%	-6%	2%	10%	-5%	-16%	2%
Coupling enz	3	1	.	-4	4	0	2	0	0	.
TRPV1 ag	3	0	.	12	1	-4	1	1	-8	13
KCNH2 3.1 inh	-11	-3	19	3	-26	0	-8	-3	0	.
AT treatment	-9%	4%	8%	-5%	7%	3%	-5%	-7%	12%	13%
S-ASM inh	5%	2%	-1%	-1%	-10%	4%	-3%	30%[activator]	2%	-8%
a7 integrin act	18%	-1%	11%	5%	13%	-9%	-13%	-15%	-19%	15%
KCNH2 WT inh	2	4	0	29	5	-7	8	1	12	19
